# AGP1-GFP MLPCN – modulators of TOR pathway AGP1-GFP in S. cerevisiae; 320,000 tested, 0.02% active; GFP response vs DMSO, % at 10 µM; AID 2066; S. cerevisiae AGP1-GFP multiplex flow cytometry, 3 h; GFP as percent of DMSO wells;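 active = GFP response relative to DMSO above a set limit, near screen average plus 3 SD, cut at about 150% in these data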;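 also: median GFP channel fluorescence of the gated AGP1 strain per well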
# LAP4 TOR yeast – alters LAP4-GFP fluorescence in TOR pathway yeast screen; GFP response vs DMSO, % at 10 µM; S. cerevisiae LAP4-GFP multiplex, flow cytometry GFP, 3 h; median GFP as percent of DMSO wells; AID 2023; 320,000 tested, 0.34% active;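 active = GFP response vs DMSO above a set limit, about the screen mean plus 3 SD, cut at about 150% in these data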
# GRK2 inh – blocks RNA aptamer binding to human GRK2; P25098; bead flow cytometry, FAM-aptamer displacement from GRK2; inhibition of aptamer binding, % at 10 µM; 330,000 tested, 0.59% active;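 active = inhibition of aptamer binding above 40%, roughly 3 SD of noise, on plates passing a quality check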;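 also: median bead fluorescence of bound FAM aptamer so fluorescent compounds give negative values; no value below 0 was filed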
# Target sequence (P25098 whole entry, looked up): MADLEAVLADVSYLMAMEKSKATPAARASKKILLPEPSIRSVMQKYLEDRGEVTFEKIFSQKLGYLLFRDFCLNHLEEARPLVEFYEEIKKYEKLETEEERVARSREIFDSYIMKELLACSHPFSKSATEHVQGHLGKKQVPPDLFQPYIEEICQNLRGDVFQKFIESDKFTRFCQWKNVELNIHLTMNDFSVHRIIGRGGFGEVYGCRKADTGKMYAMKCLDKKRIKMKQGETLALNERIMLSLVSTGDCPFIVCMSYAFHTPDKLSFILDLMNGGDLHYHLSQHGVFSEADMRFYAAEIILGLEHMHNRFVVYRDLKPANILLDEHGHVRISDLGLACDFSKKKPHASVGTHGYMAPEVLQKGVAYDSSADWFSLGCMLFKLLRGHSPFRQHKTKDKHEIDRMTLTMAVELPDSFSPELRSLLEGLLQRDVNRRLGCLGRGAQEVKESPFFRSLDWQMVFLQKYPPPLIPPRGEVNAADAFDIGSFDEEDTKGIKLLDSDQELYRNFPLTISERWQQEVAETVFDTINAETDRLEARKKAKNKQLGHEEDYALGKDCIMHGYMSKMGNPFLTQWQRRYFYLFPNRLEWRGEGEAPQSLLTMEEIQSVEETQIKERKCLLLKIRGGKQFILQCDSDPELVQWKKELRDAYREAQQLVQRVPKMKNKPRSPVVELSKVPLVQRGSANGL
# VLA-4 inh – inhibition in a human VLA-4 binding assay | inhibition, % (about 7 µM as worked out from the volumes in the protocol) | P13612 | 330,000 tested, 0.2% active | AID 2557 | VLA-4 expressing cells, ligand binding flow cytometry; in the data active = inhibition above about 50%
# GASC-1 inh – inhibitors of human GASC-1 (JMJD2C) demethylase. GST-JMJD2C(1-420) H3K9me3 demethylation, DELFIA europium. inhibition, % at 2.35 µM. 330,000 tested, 0.069% active. AID 2099;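 active = more than half of a compound's replicate wells show inhibition beyond 50%, single wells judged on their own value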;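 also: signal counts dimethyl H3K9 product captured on neutravidin plate; 0% = median of DMSO wells and 100% = 0.3 times that DMSO median; strong numbers were not always called active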
# MEP2 TOR yeast – modulators of TOR pathway MEP2-GFP in S. cerevisiae; GFP response vs DMSO, % at 10 µM; S. cerevisiae MEP2-GFP strain, flow cytometry GFP, 3 h; 100% = DMSO control level; AID 2016; 330,000 tested, 0.51% active;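 active = GFP response versus DMSO above a set limit, roughly screen mean plus 3 SD, cut at about 180% in these data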;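 also: median GFP fluorescence of the barcode-gated MEP2-GFP cells per well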
# CIT2 TOR yeast – modulators of TOR pathway CIT2-GFP in S. cerevisiae. GFP response vs DMSO, % at 10 µM. S. cerevisiae CIT2-GFP strain, flow cytometry, 3 h; 100 means same as DMSO wells. 320,000 tested, 0.065% active;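 active = GFP response relative to DMSO above a set limit, near the screen mean plus 3 SD, cut at about 150% in these data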;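 also: ratio of well median GFP fluorescence to mean of DMSO wells on the plate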
# RPL19A TOR yeast – alters RPL19A-GFP fluorescence in TOR pathway yeast screen. S. cerevisiae RPL19A-GFP strain, flow cytometry, 3 h; hits give low values. percent response vs DMSO, % at 10 µM. 330,000 tested, 0.3% active. AID 2025;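 active = percent response vs DMSO below 50%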;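 also: median channel GFP fluorescence of the barcoded RPL19A-GFP strain; ratio of sample median GFP to plate DMSO average so 100% = DMSO; lower means less RPL19A-GFP as with rapamycin TOR inhibition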
# An asterisk follows results filed as active; x = not tested or not shown; & = joins results of further samples.
SMILES,AGP1-GFP MLPCN,LAP4 TOR yeast,GRK2 inh,VLA-4 inh,GASC-1 inh,MEP2 TOR yeast,CIT2 TOR yeast,RPL19A TOR yeast
COc1ccc(OC)c(C(C)NC(=S)Nc2ccc(S(=O)(=O)Nc3ncccn3)cc2)c1 (stereo unspecified),104,97,0,4,1,102,108,105
O=C(NCCCN1CCOCC1)C(=O)NCCc1ccccc1,96,104,4,16,13,91,89,96
Cn1nnnc1SCC(=O)Nc1ccc(Oc2ccc(Cl)cc2)cc1,98,91,0,8,8,94,98,98
NS(=O)(=O)c1ccc(NCc2cc(Cl)ccc2OCc2ccccc2F)cc1,93,106,1,2,4,101,102,97
Cc1cc(N/C=C\c2nnnn2-c2ccc(F)cc2)no1,92,100,2,15,-3,102,108,101
CCOc1ccc2oc(C(=O)OCC(=O)NC(=O)NC)c(C)c2c1,92,97,0,1,5,106,104,106
Cc1ccc(C(C)C)c(OCC(=O)Nc2ccc(N3CCN(S(C)(=O)=O)CC3)cc2)c1,103,98,0,4,-3,110,99,99
CN1CCN(S(=O)(=O)c2ccc(SCCOc3ccc(Cl)cc3)nc2)CC1,93,95,0,7,x,93,86,90
COCCNC(=O)/C(C#N)=C/c1cn(CC(=O)NCc2ccco2)c2ccccc12,102,102,0,5,19,95,96,96
O=C(Cc1ccccc1)Nc1ccccc1C(=O)N1CCCCCC1,105,102,3,1,2,107,104,108
O=C(O)CC1(CC(=O)N2CCC(C(=O)O)CC2)CCCC1,100,95,0,1,4,104,102,101
CCc1nnc(NC(=O)c2cccc(S(=O)(=O)N(C)c3ccccc3)c2)s1,100,94,0,16,-12,104,x,101
CCC(c1nnnn1C1CCCCC1)N1CCN(C(=O)c2ccco2)CC1 (stereo unspecified),91,102,0,-17,-9,99,100,93
NC(=O)c1ccsc1NC(=O)COC(=O)c1ccccn1,98,110,0,2,-19,100,95,95
COc1ccc(C(=O)Nc2c3c(nn2-c2ccc(Cl)cc2)CS(=O)(=O)C3)cc1,99,96,0,16,0,103,99,98
COc1ccc(Cc2nn[nH]n2)cc1,96,98,7,-12,-9,102,92,98
O=C(CSc1nc2ccccc2s1)Nc1ncccn1,101,115,4,0,-5,96,92,100
O=C(CCSCCC(=O)NCCN1CCOCC1)NCCN1CCOCC1,103,91,0,2,16,101,x,100
CCOc1ccc(CCNC(=O)CN2C(=O)NC3(CCCCC3)C2=O)cc1OCC,100,101,0,2,11,94,93,94
COc1cccc(C(=O)NC(C)CCc2ccccc2)c1 (stereo unspecified),91,85,2,12,12,107,93,99
COc1cccc(NC(=S)NC2CC(C)(C)NC(C)(C)C2)c1,90,87,0,-42,13,103,98,104
CCCn1c(-c2ccc(F)cc2)cnc1SCC(=O)O,102,97,1,-13,29,101,108,104
O=S(=O)(c1ccc2c(c1)OCCO2)N1CCC(n2cnc3cc(F)ccc32)CC1,100,93,0,8,-1,98,102,97
CCn1c(=O)c([N+](=O)[O-])c(NCCCn2ccnc2)c2ccccc21,115,104,0,0,-18,90,102,94
CCCNC(=O)CSc1nc(Cc2ccccc2)nc2ccccc12,101,103,3,-32,12,98,100,101
CCCCn1c(=O)nc2n(-c3ccccc3)c3ccccc3cc-2c1=O,111,104,5,0,-3,105,111,x
CCOC(=O)C1CCN(C(=O)CNC(=O)c2nn(-c3ccc(OC)cc3OC)c(=O)c3ccccc23)CC1,100,100,2,2,0,103,105,103
O=C(CN1C(=O)NC2(CCCC2)C1=O)Nc1cc(C(F)(F)F)ccc1N1CCOCC1,94,86,0,12,-2,102,108,100
Clc1nc(NCc2ccco2)nc(N2CCCCC2)n1,97,98,2,5,-23,98,83,93
O=C(CCN1C(=O)c2cccc3cccc(c23)C1=O)N1CCOCC1,103,90,0,-8,0,97,100,102

# The closing 4 records of the part before are carried over, then new ones follow:
SMILES,AGP1-GFP MLPCN,LAP4 TOR yeast,GRK2 inh,VLA-4 inh,GASC-1 inh,MEP2 TOR yeast,CIT2 TOR yeast,RPL19A TOR yeast
CCOC(=O)C1CCN(C(=O)CNC(=O)c2nn(-c3ccc(OC)cc3OC)c(=O)c3ccccc23)CC1,100,100,2,2,0,103,105,103
O=C(CN1C(=O)NC2(CCCC2)C1=O)Nc1cc(C(F)(F)F)ccc1N1CCOCC1,94,86,0,12,-2,102,108,100
Clc1nc(NCc2ccco2)nc(N2CCCCC2)n1,97,98,2,5,-23,98,83,93
O=C(CCN1C(=O)c2cccc3cccc(c23)C1=O)N1CCOCC1,103,90,0,-8,0,97,100,102
CCN(CC)c1ccc(C(=O)NC(=S)Nc2cc(S(=O)(=O)N3CCOCC3)ccc2-n2cncn2)cc1,100,82,0,-4,0,98,102,108
COCCN1CCN(C(=O)c2ccc3oc(CCCc4ccccc4)nc3c2)CC1,101,92,0,-6,5,91,101,97
COCCCNC(=O)C(=O)Nc1cc2c3c(c1)CCN3C(=O)CC2,101,95,0,-2,1,93,95,100
Cc1ccc(NC(=O)c2cc(C)nc3ccccc23)cc1,103,97,3,-3,-6,108,107,107
COc1ccc(-c2csc(NNC3=NCCCCC3)n2)cc1,106,102,0,0,39,101,115,103
S=C1CCC(c2ccc(Cl)cc2)=NN1c1ccccc1,117,115,0,18,1,99,109,108
COc1ccc(NC(=O)COC(=O)C2CC(=O)N(c3ccc(OC(C)C)cc3)C2)cc1 (stereo unspecified),99,91,4,1,6,102,103,97
Cc1ccc(NC(=O)CCSc2nnc3ccccn23)cc1,94,98,0,-8,9,100,99,95
COc1ccc(CCNC(=O)CN(CCc2ccccc2)S(C)(=O)=O)cc1,99,101,1,2,-1,105,99,99
CCc1nn(C(CC)C(=O)NCc2cccc(OC)c2)c(=O)c2cc3occc3n12 (stereo unspecified),98,91,4,3,-5,109,95,98
O=C(/C=C/c1ccc(F)cc1)OCC(=O)c1ccc[nH]1,110,116,0,-16,x,107,99,110
CN(C)c1ccc(-c2n[nH]c(=S)n2-c2ccccc2)cc1,99,98,0,2,4,99,105,102
O=C(CSCCN1C(=O)c2ccccc2C1=O)Nc1ccc2ccccc2c1,94,95,1,5,19,101,106,107
CCCCCOc1ccc(C(=O)Nc2ccc(N3CCOCC3)cc2N2CCOCC2)cc1,89,106,2,-18,15,91,81,92
CCOc1ccc(CCNC(=O)CN2C(=O)NC(CCSC)C2=O)cc1OCC (stereo unspecified),91,92,0,6,32,90,81,93
COc1ccccc1-c1sc2ccccc2c1-c1ccc(O)cc1,83,97,0,15,-4,88,80,89
O=C(CCCOc1ccccc1)Nc1nccs1,98,106,1,4,-3,102,97,98
O=C(c1cc(COc2c(F)cccc2F)on1)N1CCN(C2CCCCC2)C(=O)C1,102,99,1,-10,-3,102,99,97
COc1ccc(C2CC(c3ccccc3)=NN2C(=O)COC(=O)c2nc3nccc(C)n3n2)cc1 (stereo unspecified),103,110,1,0,-5,96,81,98
CCCCCOc1ccc(NC(=O)CSc2cccc3cccnc23)cc1,95,96,0,-3,0,96,95,99
CC1=NN(Cc2ccccc2)C(=O)C1C(c1ccc(Cl)cc1)C(C#N)C#N (stereo unspecified),94,103,0,16,-1,93,93,94
CCOc1ccc(CCNC(=O)COC(=O)c2ccco2)cc1OCC,104,99,2,12,-6,105,101,98
C=CCNc1nc(-c2ccccc2)nc(-n2ccnc2)n1,81,119,0,9,19,101,83,94
Cc1ccc(NC(=O)C2CCCN(S(=O)(=O)c3ccc(-n4cnnn4)cc3)C2)cc1 (stereo unspecified),98,95,0,-2,-1,110,107,103
CC(=O)N1c2c(cc(Br)cc2S(=O)(=O)NCc2cccnc2)CC1C (stereo unspecified),93,95,0,15,-15,94,89,96
CCC/C(=C1/c2ccccc2C(=O)N1c1ccccc1)c1cnc(OC)nc1,87,97,4,-2,20,89,82,92
CC(C)Oc1cccc(C(=O)C2CCCN(Cc3cccn3-c3cccnc3)C2)c1 (stereo unspecified),104,112,1,x,-10,108,104,100
CC(=O)Nc1ccc2c(c1)ncn2C,94,84,0,2,36,96,x,95
CC(=O)Nc1ccc(NC(=O)CC(C)n2ccnc2)cc1 (stereo unspecified),96,93,0,3,4,107,100,105
CCCCCCNC(=O)C(=O)NCCc1ccc(Cl)cc1,102,103,1,5,-11,97,97,99
COc1cccc(-n2nnc3c(=O)n(CC(=O)NCC4CCCO4)cnc32)c1 (stereo unspecified),103,97,0,0,0,95,113,100
CCOC(=O)c1c(C)[nH]c(NC(=O)N2CCOCC2)c1C,100,98,3,-3,26,107,98,98
Cc1ccc(NC(=O)CCNS(=O)(=O)c2ccc3[nH]c(=O)oc3c2)c(C)c1,95,88,2,24,1,108,96,95
CCN(Cc1ccccc1)C(=O)c1cc(-c2ccc(OC)c(OC)c2)nc2ccccc12,87,100,0,-12,-8,98,88,95
NS(=O)(=O)c1ccc(NC(=O)/C=C/c2ccc(S(=O)(=O)NCc3ccco3)cc2)cc1,97,92,0,-14,0,85,98,92
CCCSc1cc(N2CCOCC2)nc(-c2ccccc2Cl)n1,107,113,2,-2,5,111,101,106
Nc1cccc2[nH]c(C(F)(F)F)nc12,95,98,5,-3,9,99,98,97
O=C(OCCN1C(=O)c2ccccc2C1=O)c1cc(S(=O)(=O)N2CCOCC2)ccc1F,112,113,0,5,4,110,105,109
Cc1cccc(NC(=O)Cn2cnc3sc(C)c(S(=O)(=O)N4CCC(C)CC4)c3c2=O)n1,102,99,1,1,11&-13,105,97,98
C/C(=N\NC(=O)CNc1ccccc1)c1ccccc1,100,95,2,17,-35,103,98,101
CC1=C(c2ccccc2)C(=S)NC(C)(C)C1,118,119,9,6,-3,103,111,109
Cc1ccc[n+](CC(=O)Nc2cc(C(F)(F)F)ccc2N2CCOCC2)c1,106,95,0,0,-3,108,116,105
O=C(c1ccoc1)N1CCCC(CO)(CCCc2ccccc2)C1 (stereo unspecified),98,92,0,2,3,98,99,104
O=C(NC1CCCN(c2ccc(C(F)(F)F)cn2)C1)c1ccncc1 (stereo unspecified),101,104,2,6,3,93,94,96
CCOC(=O)C1CCN(Cc2cc(=O)n3c(-c4ccccc4)csc3n2)CC1,100,114,0,-2,-3,94,95,86
CN(C)c1ccc(N=Nc2cccc(F)c2)cc1,101,122,2,1,7,99,95,100
CCNC(=O)C1CCCN1S(=O)(=O)c1ccc(OC)cc1 (stereo unspecified),94,91,0,-10,-9,97,105,93
Cc1ccc(C(C)C)c(OCC(=O)NS(=O)(=O)c2ccc(Cl)cc2)c1,93,94,0,6,-6,98,93,100
COc1ccc(C(=O)NC2CCCCCC2)cc1S(=O)(=O)Nc1ccc(Br)cc1,98,95,1,29,3,92,96,102
COc1ccc2cc(-c3nc4ccccc4n3C)c(=O)oc2c1,96,104,0,30,-7,100,100,95
CC(C)OCCCNC(=O)c1cc(S(=O)(=O)N2CCCCC2)c[nH]1,93,92,1,16,-13,91,97,92
COc1cccc(C(N)=O)c1,94,107,2,-11,-4,102,96,94
CCCCCn1c(SCCc2ccccc2)nc2c1c(=O)[nH]c(=O)n2C,109,102,0,9,4,104,104,100

# 4 records drawn at random from the list so far, as already listed:
SMILES,AGP1-GFP MLPCN,LAP4 TOR yeast,GRK2 inh,VLA-4 inh,GASC-1 inh,MEP2 TOR yeast,CIT2 TOR yeast,RPL19A TOR yeast
O=C(O)CC1(CC(=O)N2CCC(C(=O)O)CC2)CCCC1,100,95,0,1,4,104,102,101
C/C(=N\NC(=O)CNc1ccccc1)c1ccccc1,100,95,2,17,-35,103,98,101
C=CCNc1nc(-c2ccccc2)nc(-n2ccnc2)n1,81,119,0,9,19,101,83,94
Cn1nnnc1SCC(=O)Nc1ccc(Oc2ccc(Cl)cc2)cc1,98,91,0,8,8,94,98,98
